HEK293 NOD2/NF-kB: inhibition of NOD2-driven NF-kB reporter – cell-based, luminescence, uHTS, HEK293 (AID 1566) | HEK293 NOD2/NF-kB luciferase reporter, luminescence; higher % means a stronger effect | inhibition, % at 4 µM, or EC50 in µM where a hit was titrated | 290,000 tested, 0.63% active; in the data active = inhibition above about 50%; note: many of its hits are not listed in these tables
bCat nuc transl: modulators of beta-catenin nuclear translocation; HeLa beta-catenin nuclear translocation, immunofluorescence imaging; nuclear translocation activity, % at 5 µM; 190,000 tested, 0.3% active; AID 1665;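 active = nuclear translocation activity above 50% at 5 µM, with a well cell count of 50 or more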;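 note: per-cell ratio of nuclear to cytoplasmic median beta-catenin stain intensity; plate controls were DMSO negative control for no effect and GSK-3 inhibitor IX positive control for full effect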
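assay system = human HeLa cells, endogenous beta-catenin | times = compound treatment 24 h, 37°C, 5% CO2 | detection = Anti-beta-catenin immunofluorescence on PFA-fixed, Triton-permeabilized cells, DAPI nuclei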
Hep lipid drop: modulators of hepatic lipid droplet formation | AML12 mouse hepatocytes, oleate lipid droplets, BODIPY imaging | inhibition, % at 6.5 µM | 240,000 tested, 0.4% active | AID 1656;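 active = lipid droplet intensity inhibited by at least 50%, with more than 500 cells counted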
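Material – mouse AML12 hepatocyte cell line, fixed after treatment · Compound dosing – one dose, 6.5 µM compound · Times – compound with oleate, overnight · Measured by – Image-based BODIPY and DAPI two-channel analysis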
Yfh1-depleted yeast: mitochondrial function rescue without frataxin homolog – Friedreich's ataxia, plus single-dose screen, dose response (AID 1465); fold induction at 50 µM, or EC50 in µM where a hit was titrated; S. cerevisiae Yfh1-off respiration, WST-1 reduction, 72 h; higher fold induction means a stronger effect; 220,000 tested, 0.074% active;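 active = fold induction of absorbance versus untreated yeast above a set limit, then at least 30% activation at any dose in follow-up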;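 note: activators that raise dye reduction in frataxin-depleted yeast; strong numbers were not always called active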
MT stabilize HCS: stabilizes microtubules in HeLa cells; AID 2205; % tubulin-high responders, % at 10 µM; 200,000 tested, 0.83% active; HeLa tubulin immunostaining HCS, 24 h; share of cells brighter than vehicle mean+2SD;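 active = plate Z-score above 3 for both tubulin-high and condensed-nucleus cell shares, with cell loss under 80%, at 10 µM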;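 note: anti alpha tubulin signal scored within the nucleus-defined area of each cell; some results filed as inactive read as strong as hits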
WT yeast gro inh: growth inhibition of WT yeast, mitochondrial fusion screen. AID 1362. inhibition, % at 10 µM. mitochondrial fusion phenotypic screen, WT strain. 190,000 tested, 2.1% active; in the data active = inhibition above about 58%; tested in S. cerevisiae
Insulin prom up: MIN6 insulin promoter up-regulation. MIN6 insulin promoter-GFP reporter, high-content imaging; stronger effect = higher value. z-score at 5 µM. 190,000 tested, 0.3% active. AID 1625;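 active = z-score above 3 at 5 µM with at least 500 cells counted in the well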
Dynein transport: dynein cargo transport inhibition; 3617.4 mouse cells, GR-EGFP nuclear translocation imaging; test concentration mostly 20 µM; stimulated with dexamethasone, 1 µM; stronger effect = lower value; z-score, hits read low; 220,000 tested, 0.47% active; AID 1381;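 active = plate z-score of nuclear minus cytoplasmic receptor signal below a set negative limit, without overly bright fluorescence or cell loss, cut at about -3.5 in these data, passing the limit was not always enough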;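 note: z-score of nuclear minus cytoplasmic ring GR-EGFP intensity difference per well; some compounds called inactive have numbers as strong as hits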
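medium = tetracycline-free induction medium containing charcoal-stripped FBS | also added = 1.0 µM final dexamethasone stimulus | schedule = 48 h induction, 1 h compound, 30 min dex at 37 °C | technique = fixed, Hoechst-stained cells imaged at 10x for EGFP | measure = GR-EGFP nuclear translocation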
Autophagy HCS: modulators of autophagy. AID 463193. 190,000 tested, 0.98% active. calls only at 10 µM (by protocol). MEF GFP-LC3 puncta imaging; test concentration mostly 10 µM;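 active = percentage of spot-positive cells more than 3 SD above its plate mean, without a fluorescence outlier flag or 80% toxicity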;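 note: spot-positive cell cutoff set from DMSO-treated cells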
WT yeast gro inh mutant strain: also measured in WT yeast gro inh; calls as there; inhibition, %; mitochondrial fusion phenotypic screen, mutant strain inhibition
Dynein transport cytoplasmic EGFP: recorded beside Dynein transport, whose call it bears; z-score; measured here: cytoplasmic GR-EGFP intensity; stronger effect = higher value
Dynein transport nuclear GR-EGFP: also measured in Dynein transport; calls as there; z-score; measured here: nuclear GR-EGFP intensity;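 lower value marks the stronger effect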
Dynein transport cell count: recorded beside Dynein transport, whose call it bears; z-score; measured here: cell count per field
Insulin prom up cell count: second read-out of Insulin prom up, no call of its own (marks repeat the call); cell count; measured here: cytotoxicity, nuclei count;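 total cells summed across four imaged fields per well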
Hep lipid drop cells 6.5 µM: recorded beside Hep lipid drop, whose call it bears; cell count; measured here: cell count, cytotoxicity flag;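 cells counted across two imaged fields per well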
bCat nuc transl cell count 5 µM: recorded beside bCat nuc transl, whose call it bears; cell count; measured here: cell count, cytotoxicity flag
MT stabilize HCS Hoechst-high %: further read-out of MT stabilize HCS, marked with its call; % Hoechst-high responders; measured here: nuclear condensation Hoechst responders;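 share of cells brighter than vehicle mean plus two SD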
MT stabilize HCS cytotoxicity %: further read-out of MT stabilize HCS, marked with its call; toxicity, %; measured here: cytotoxicity by cell density;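 0% = mean cell density of plate MIN control wells and 100% = no cells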
Autophagy HCS cell loss 18 h: recorded beside Autophagy HCS, whose call it bears; toxicity, %; measured here: cell loss, nuclei count;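 cell loss after 18 h compound exposure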
The depositor's hits bear a star; i = inactive; x = not tested or not shown. This is a subset, so the mix of outcomes need not match the whole.

Every second line gives: HEK293 NOD2/NF-kB | bCat nuc transl | bCat nuc transl cell count 5 µM | Hep lipid drop | Hep lipid drop cells 6.5 µM | Yfh1-depleted yeast | MT stabilize HCS | MT stabilize HCS Hoechst-high % | MT stabilize HCS cytotoxicity % | WT yeast gro inh | WT yeast gro inh mutant strain | Insulin prom up | Insulin prom up cell count | Dynein transport | Dynein transport cytoplasmic EGFP | Dynein transport nuclear GR-EGFP | Dynein transport cell count | Autophagy HCS | Autophagy HCS cell loss 18 h
- CC(C)C1N(c2ccccc2)C(N)=C(C#N)C1(C#N)C#N (stereo not drawn)
    7% | -3.7 | 1119 | -11 | 517 | i | 1.7 | 1.8 | 12 | -7 | -1 | 0.45 | 1831 | 0.78 | -0.21 | 0.13 | 0.031 | i | -9
- O=c1[nH]c(CNCc2cccnc2)nc2ccccc12
    15% | 0.0 | 1510 | 3 | 705 | i | 5.2 | 1.5 | 3.4 | -3 | -4 | x | x | -0.8 | -0.25 | -0.17 | 0.55 | i | 26
- O=C(C1CCCCN1S(=O)(=O)c1ccccc1)N1CCN(Cc2ccccc2)CC1 (stereo not drawn)
    -8% | -1.1 | 1182 | -28 | 742 | i | 1.4 | 2.3 | 5.7 | 9 | 1 | x | x | -0.75 | -0.33 | -0.1 | 0.97 | i | -8
- O=[N+]([O-])c1cc(-c2ccn[nH]2)ccc1Cl
    -21% | -1.4 | 1047 | 9 | 704 | i | 0.0 | 2.9 | 2.4 | 24 | 15 | 0.31 | 1195 | -0.81 | -0.32 | -0.06 | 0.02 | i | -3
- O=C(Cn1nc(-c2ccc(N3CCOCC3)c([N+](=O)[O-])c2)c2ccccc2c1=O)N1CCCCC1
    -10% | -3.4 | 1183 | 14 | 819 | i | 3.1 | 2.0 | 6.3 | -4 | 0 | x | x | 0.081 | -0.16 | -0.14 | 0.72 | i | -33
- O=C(CCc1c[nH]c2ccccc12)N1CCN(c2ccc(F)cc2)CC1
    8% | -4.0 | 1152 | -4 | 629 | i | 4.3 | 2.5 | 1.5 | -2 | 3 | 0.03 | 1528 | -0.15 | -0.25 | 0.034 | 0.56 | i | -10
- COc1cccc(-n2c(SCC(N)=O)nc3ccccc3c2=O)c1
    -7% | -1.4 | 1090 | 18 | 669 | i | 2.5 | 2.0 | 6.4 | 7 | 8 | 0.61 | 1384 | -1.2 | -0.19 | -0.84 | 1.2 | i | -16
- CCn1c(CCNC(=O)c2cccs2)nnc1SCC(=O)Nc1ccc(Cl)cc1
    4% | 3.5 | 505 | 2 | 699 | i | 2.2 | 1.6 | 6.7 | -15 | 9 | x | x | -0.72 | -0.21 | -0.3 | -0.88 | i | 1
- O=C(Nc1ccc(NC(=O)c2ccco2)cc1)c1cnccn1
    -29% | -3.2 | 904 | x | x | i | 3.2 | 2.5 | 9.9 | 4 | 5 | 0.84 | 1272 | -0.64 | -0.36 | -0.015 | 0.18 | i | 6
- O=C1CC(c2cccs2)Cc2nc(NC(=O)C3CC3)ncc21 (stereo not drawn)
    15% | -2.0 | 989 | 11 | 747 | i | x | x | x | x | x | x | x | 1.3 | -0.22 | 0.58 | -0.3 | x | x
- O=[N+]([O-])c1cccc(CN(CCO)Cc2ccccc2)c1
    2% | -0.5 | 1400 | x | x | i | 4.1 | 2.3 | 6.4 | 8 | 15 | 0.55 | 1282 | 0.56 | -0.14 | 1 | -0.61 | i | 13
- CC(=C1C(=O)c2ccccc2C1=O)N1CCC(C(N)=O)(N2CCCCC2)CC1
    8% | x | x | 3 | 735 | i | 2.6 | 0.5 | 1.7 | -3 | 15 | 0.01 | 1189 | 0.027 | -0.27 | -0.37 | 0.25 | i | -4
- Cc1ccc(CN2C(=O)C(C)Oc3ccccc32)cc1 (stereo not drawn)
    15% | -0.5 | 1045 | -16 | 736 | i | 0.7 | 1.0 | 6.3 | 19 | 0 | -0.34 | 1467 | 0.7 | -0.15 | 0.31 | -0.88 | i | 7
- CN(C)CC(C)(C)CNC(=S)NCc1ccc2c(c1)OCO2
    0% | -0.2 | 527 | 1 | 681 | i | 2.5 | 1.8 | 2.7 | 5 | 13 | -0.2 | 1329 | -0.33 | -0.12 | -0.045 | 0.86 | i | -6
- C=CCSc1nnc(NC(=O)CSc2ccccn2)s1
    -13% | -0.5 | 1082 | 7 | 693 | i | 3.0 | 2.6 | 3.8 | -4 | -26 | x | x | 0.018 | -0.22 | 0.36 | 0.31 | i | -3
- COc1ccc(CCNC(=O)C2CC(=O)N(CCc3ccc(C)cc3)C2)cc1OC (stereo not drawn)
    14% | -1.3 | 1064 | 19 | 775 | i | 1.7 | 1.7 | 9.4 | -5 | 6 | -0.26 | 1128 | -0.91 | -0.32 | -0.53 | 1.3 | i | -40
- CC(C)(C)c1ccc(Oc2ncccc2NC(=O)c2cccs2)cc1
    11% | -4.0 | 1183 | -5 | 738 | i | x | x | x | x | x | -0.85 | 1507 | 0.98 | 0.013 | 0.7 | -0.58 | x | x
- Cn1c(CSCc2ccc(Cl)cc2Cl)n[nH]c1=S
    10% | -1.0 | 1457 | 7 | 718 | i | 3.2 | 3.0 | 5.4 | 54 | 18 | 0.53 | 1499 | 1.5 | -0.36 | 0.96 | -0.039 | i | 4
- Cc1ccccc1C1=NC(C(F)(F)F)(C(F)(F)F)c2c(n(-c3ccc(F)cc3)c(=O)[nH]c2=O)N1
    14% | 2.0 | 550 | -10 | 676 | i | 5.1 | 3.8 | 8.7 | -12 | -17 | -0.4 | 1212 | -1.4 | 1.3 | -0.86 | 0.14 | i | -2
- O=C(Nc1nnc(-c2ccccn2)o1)c1cccc(Br)c1
    4% | -2.6 | 1171 | -7 | 367 | i | 5.8 | 2.3 | 6.4 | 24 | -5 | 0.11 | 1568 | -0.46 | -0.18 | -0.34 | -0.37 | i | -3
- CCOC(=O)C1(Cc2cccc(OC)c2)CCN(Cc2cccc(OCC)c2O)CC1
    20% | 1.5 | 1029 | 0 | 708 | i | 3.9 | 1.1 | 0.2 | 21 | 6 | 0.02 | 1394 | 0.71 | -0.31 | -0.34 | 0.95 | i | -2
- COc1ccccc1N1CCN(C(c2cc3cc(C)ccc3[nH]c2=O)c2nnnn2C2CCCC2)CC1 (stereo not drawn)
    10% | -8.9 | 1213 | 20 | 678 | i | 7.2 | 3.0 | 5.6 | 2 | 7 | -0.92 | 1144 | -0.4 | -0.17 | 0.0091 | 0.14 | i | 11
- COC(=O)C1=C(N)Oc2cc(C)n(Cc3cccnc3)c(=O)c2C1c1ccccc1OC (stereo not drawn)
    7% | 3.5 | 570 | x | x | i | 6.0 | 2.4 | 4.8 | 7 | 11 | 0.25 | 1445 | 0.15 | -0.22 | 0.72 | 0.8 | i | -15
- CC(C)CC(=O)NC(=S)Nc1ccccn1
    -10% | -4.5 | 1194 | 0 | 720 | i | 2.6 | 2.0 | 3.7 | 9 | 15 | x | x | -0.91 | -0.23 | -0.54 | 2.1 | i | 1
- O=S(=O)(c1ccc(Cl)cc1)N1CCC(O)(CN2CCN(Cc3ccccc3)CC2)CC1
    2% | 0.4 | 1099 | -18 | 658 | i | 4.8 | 1.7 | 8.6 | 5 | 6 | -0.65 | 1331 | -0.46 | -0.33 | -0.24 | 0.33 | i | 9
- Cc1ccc(-c2nnc(SCC(=O)O)n2N)cc1
    -5% | -6.8 | 978 | x | x | i | 5.3 | 3.0 | 6.0 | -8 | 0 | 0.58 | 1340 | 1.2 | -0.18 | -0.074 | -1.3 | i | 1
- CCCCNC(=O)c1onc(CSc2cc(C)cc(C)c2)c1C(=O)O
    11% | -0.1 | 1277 | x | x | i | 2.9 | 2.2 | 5.5 | 18 | 17 | -0.9 | 1375 | 0.61 | -0.21 | -0.52 | -0.52 | i | 0
- CCC1(CC)Cc2ccccc2C2=C(C(=O)N3CCCCC3)C(=O)C(=O)N21
    -4% | -4.5 | 1103 | -3 | 665 | i | 4.7 | 1.7 | 1.9 | -3 | 10 | 0.05 | 1443 | -0.88 | -0.3 | -0.46 | 0.38 | i | -33
- COc1ccc(COCC(O)CN(Cc2ccco2)Cc2ccccc2O)cc1 (stereo not drawn)
    4% | 0.9 | 1096 | -6 | 655 | i | 2.7 | 1.1 | 9.8 | 9 | 2 | -0.23 | 1514 | 1.6 | -0.23 | 1.2 | -1.1 | i | -4
- Nc1cc(Cl)ccc1C(=O)OCC(=O)NC(=O)NCc1ccccc1
    2% | -1.4 | 940 | 0 | 657 | i | 2.2 | 3.9 | 4.0 | -4 | -10 | 0.18 | 1384 | -0.39 | -0.3 | -0.42 | 0.45 | i | 0
- CCOC(=O)c1c(-c2ccccc2)oc2ccc(O)c(CN3CCCC3)c12
    -5% | -1.2 | 926 | x | x | i | 3.2 | 1.6 | 2.5 | 31 | 11 | -0.28 | 781 | 0.32 | 0.45 | 0.2 | -3.2 | i | -3
- CSc1ccccc1NC(=O)CN1CC(C)OC(C)C1 (stereo not drawn)
    -9% | -2.0 | 1069 | -4 | 687 | i | 1.3 | 1.7 | 9.4 | -20 | -1 | 0.7 | 1228 | 1.2 | -0.34 | 0.099 | -0.85 | i | 1

Source: PubChem
